# Siah-1 displacement = Siah-1 peptide-binding antagonists, primary screen, biochemical, fluorescence polarization, rhodamine-plectin, uHTS (AID 1817) | E3 ubiquitin-protein ligase SIAH1 (Homo sapiens) | 0.02% of 290,000 active | Siah-1 / rhodamine-plectin peptide fluorescence polarization; higher % means a stronger effect | displacement, % at 20 µM; hits with a dose series show IC50 in µM;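 active = displacement of at least 50% at 20 µM, with a fluorescence ratio check between 0.3 and a set limit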;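 note: plate controls were Siah plus tracer with DMSO for no effect and tracer alone without Siah for full effect; strong numbers were not always called active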
# SV40 large T antigen = SV40 large T antigen inhibitors, biochemical (AID 1903); SV40 large T antigen ATPase/helicase inhibition assay; higher % means a stronger effect; one-dose inhibition, % at 20 µM; IC50 in µM for titrated hits; 0.39% of 310,000 active; in the data active = a potency from the dose series; inconclusive = inhibition mostly from about 32% at the one dose, without a potency; inactive = the rest, 99 in 100 with inhibition below about 32%; note: strong numbers were not always called active
# Rac1 GTP hydrolysis = MgcRacGAP GTPase-activating activity inhibitors, confirmation, biochemical, ADP Hunter fluorescence; 0.6% of 340,000 active; MgcRacGAP-stimulated Rac1 GTP hydrolysis, ADP Hunter fluorescence; higher % means a stronger effect; GST-tagged Rac1 F28L mutant substrate; one-dose inhibition, % at 30 µM; IC50 in µM for titrated hits; Rac GTPase-activating protein 1 (Homo sapiens);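 active = first-screen hits whose inhibition reached a set limit at any dose in the follow-up dose series; inconclusive = inhibition above the set first-screen limit but never retested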;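 note: fluorescence reports GDP produced by GAP-driven GTP hydrolysis; strong numbers were not always called active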
# RSV CPE inhibition = RSV antiviral activity via CPE protection, HEp-2 cells, primary 10 µM value included (AID 2391); HEp-2 cells, RSV-induced CPE inhibition; higher % means a stronger effect; CPE inhibition, % at 10 µM, or IC50 in µM where a hit was titrated; 0.13% of 310,000 active; in the data active = a potency from the dose series; inconclusive = CPE inhibition mostly from about 23% at the one dose, without a potency; inactive = the rest, 99 in 100 with CPE inhibition below about 21%; note: strong numbers were not always called active
# NTR1 ag = agonists of NTR1, primary screen, imaging, U2OS cells, beta-arrestin-GFP, high content (AID 493036). Neurotensin receptor type 1 (Homo sapiens), P30989. NTR1-U2OS beta-arrestin-GFP spot imaging, agonist mode. 0.17% of 330,000 active. activation, % at 20 µM;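 active = activation at or above 40% of the spot to cytoplasm intensity ratio, with at least 20 cells analyzed; inconclusive = wells under 20 cells, flagged as cytotoxic or low count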;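 note: 0% = DMSO without peptide and 100% = 100 nM NTR1 peptide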
# Target sequence (P30989 whole entry, looked up): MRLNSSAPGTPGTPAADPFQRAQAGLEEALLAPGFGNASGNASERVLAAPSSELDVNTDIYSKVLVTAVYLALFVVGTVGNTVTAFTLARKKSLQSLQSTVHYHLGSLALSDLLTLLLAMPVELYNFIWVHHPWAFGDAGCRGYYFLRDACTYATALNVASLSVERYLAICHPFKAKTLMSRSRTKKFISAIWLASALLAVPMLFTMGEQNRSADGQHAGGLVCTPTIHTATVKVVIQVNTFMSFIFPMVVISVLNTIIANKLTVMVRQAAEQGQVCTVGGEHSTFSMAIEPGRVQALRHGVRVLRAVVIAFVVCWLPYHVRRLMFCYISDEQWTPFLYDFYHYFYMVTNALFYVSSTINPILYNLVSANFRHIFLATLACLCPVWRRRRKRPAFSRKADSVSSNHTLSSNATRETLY
# AID2073 = inhibitors of Mint1-CaV2.2 protein interaction, biochemical, HTRF (AID 2073). HTRF protein-protein interaction, Mint1-CaV2.2; higher % means a stronger effect. inhibition, % at 20 µM; hits with a dose series show IC50 in µM. 0.19% of 290,000 active; in the data active = inhibition mostly above about 51%, no sharp cut-off; inconclusive = no clear call, values can overlap the other calls; inactive = mostly below about 53%; note: some results filed as inactive read as strong as hits
# Dengue-2 NS5 capping = Dengue-2 NS5 methyltransferase inhibitors, primary screen, biochemical, confirmation dose response (AID 588689). Dengue-2 NS5 methyltransferase capping enzyme assay, biochemical; higher % means a stronger effect. one-dose inhibition, % at 25 µM; IC50 in µM for titrated hits. 0.3% of 340,000 active; in the data active = a potency from the dose series; inconclusive = inhibition above about 29% without an active follow-up result
# West Nile antiviral = West Nile virus antiviral activity, cell-based, CPE readout (AID 1621); West Nile virus-infected cells, CPE inhibition; higher % means a stronger effect; one-dose CPE inhibition, % at 10 µM; IC50 in µM for titrated hits; 0.02% of 290,000 active; in the data active = a potency from the dose series; inconclusive = CPE inhibition mostly from about 3.7% at the one dose, without a potency; inactive = the rest, 99 in 100 with CPE inhibition below about 2.2%; note: strong numbers were not always called active
# UTI89 phage lysis = inhibition of K1F phage lysis, E. coli UTI89, bacterial capsule biogenesis inhibitors, alamar blue (AID 488966); E. coli UTI89 K1F phage lysis, alamar blue, 2 h; higher % means a stronger effect; inhibition, % at 100 µM; hits with a dose series show IC50 in µM; 0.02% of 340,000 active;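 active = phage lysis inhibition, versus mean bacterial control, above a set limit; inconclusive = no clear call, values can overlap the other calls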;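 note: capsule biogenesis inhibitors block K1F phage lysis so surviving cells raise fluorescence; higher fluorescence means more inhibition of phage lysis; actives were called in the ten point dose series up to 300 µM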
# NTR1 ag cell count 20 µM = also measured in NTR1 ag; calls as there; cell count; measured here: cell count, cytotoxicity flag
# Dengue-2 NS5 capping pilot replicate = second read-out of Dengue-2 NS5 capping, no call of its own (marks repeat the call); inhibition, %; measured here: pilot screen replicate inhibition
# * = called active by the depositor; i = inactive; ? = inconclusive; . = not tested or not shown; [ ] = dose if it differs, or a comment.
SMILES,Siah-1 displacement,SV40 large T antigen,Rac1 GTP hydrolysis,RSV CPE inhibition,NTR1 ag,NTR1 ag cell count 20 µM,AID2073,Dengue-2 NS5 capping,West Nile antiviral,UTI89 phage lysis,others
COc1ccc(CCC(=O)N2CCN(S(=O)(=O)c3cccc(C(F)(F)F)c3)CC2)cc1OC,.,.,-6.7%,0.5%,1.0,37,.,-1.9%,.,0.6%[50 µM],
Cn1nc(C(=O)OCC(=O)Nc2ccc(C(N)=O)cc2)c2ccccc2c1=O,.,.,3.0%,.,-1.0,51,.,3.9%,.,-1.6%,
Cc1oc(-c2ccccc2F)nc1CSCC(=O)NC1CCCC1,-2.4%,8.7%,11.2%,-0.2%,0.6,63,4.6%,-2.6%,0.0%,0.3%,
Cc1ccccc1CNCc1cccnc1,-3.4%,7.8%,5.0%,0.8%,2.2,29,-7.6%,-9.7%,-0.1%,0.4%,
CC(=O)N1CCN=C1SCc1ccc(Br)cc1,26.6%,0.1%,1.8%,4.4%,-1.6,52,79.4%,0.7%,-0.2%,-0.8%,
O=C(NCC1CCCO1)c1csc(Nc2cccc3ccccc23)n1 (stereo not drawn),-4.2%,12.8%,6.7%,21.5%,2.7,40,-1.4%,-3.1%,-0.5%,-0.2%,
Cc1cccc(N/N=C/c2ccc(C)s2)c1,8.2%,1.9%,.,6.5%,2.4,75,3.0%,-0.7%,-0.3%,0.1%,
O=C(Nc1cccc(C(F)(F)F)c1)c1c(O)c2ccccc2[nH]c1=O,-6.1%,-4.5%,20.6%,-1.2%,-0.8,42,8.9%,.,0.0%,2.9%,
CCOc1ccc(NC(=O)C2CCC(C)(C(=O)O)C2(C)C)cc1 (stereo not drawn),-1.8%,4.8%,8.4%,-0.5%,0.1,36,-1.1%,-2.1%,-0.1%,>300µM*,
COc1ccccc1NS(=O)(=O)c1cc(C(=O)NCC(c2ccc(F)cc2)N2CCOCC2)ccc1C (stereo not drawn),.,20.1%,1.4%,-1.4%,0.6,62,.,-2.2%,.,0.2%[50 µM],
O=C(CN1CCN(c2ccccn2)CC1)Nc1nc2ccccc2s1,-3.9%,11.6%,12.2%,10.9%,0.4,65,-6.8%,-10.1%,-1.4%,-0.9%,
COc1ccccc1NC(=O)Cc1nnc(SCC(=O)Nc2ccccc2F)n1C,1.6%,-8.3%,5.5%,1.3%,-0.7,57,-5.6%,-0.8%,-0.2%,0.0%,
O=C(O)Cc1cc2c(s1)CCCCC2,0.8%,9.5%,2.3%,1.5%,0.4,75,-6.8%,3.9%,-0.3%,-2.1%,
O=C(CSc1nnc(-c2ccccc2O)n1Cc1ccccc1)NNC(=O)c1ccccc1O,16.6%,13.1%,8.2%,0.4%,4.2,43,0.6%,0.0%,0.0%,-12.2%,
CN(Cc1ccccc1)S(=O)(=O)c1ccc(NC(=O)c2ccccc2C(=O)O)cc1,.,4.6%,4.0%,3.8%,1.3,55,.,-13.8%,.,0.5%,
Clc1ccc2nc3ccccn3c2c1,10.1%,-0.7%,5.8%,5.9%,0.1,91,33.0%,3.2%,-0.1%,-0.5%,
COCCCNC(=O)C1CCN(c2ncccn2)CC1,-2.4%,8.2%,0.7%,0.2%,-0.7,90,3.2%,-5.0%,0.0%,0.3%,Dengue-2 NS5 capping pilot replicate=1.2
O=C(Cn1cnc2c(nnn2-c2ccccc2)c1=O)N1CCCc2ccccc21,-3.8%,4.2%,3.1%,0.7%,1.1,58,10.7%,1.4%,-0.1%,0.3%,
CC(Oc1ccc2c(-c3ccccc3)cc(=O)oc2c1)C(=O)NCC(O)c1ccccc1 (stereo not drawn),0.1%,13.5%,1.2%,3.4%,-2.6,101,-5.2%,-6.5%,-0.8%,2.6%,
O=C(C/C=N/OCc1ccccc1F)c1cnc(-c2ccc(Cl)cc2)s1,3.5%,12.1%,0.4%,4.3%,2.4,71,19.3%,-6.8%,0.1%,0.2%,
CCOc1ccccc1NC(=O)c1cc(CC(C)C)oc1C,-0.5%,7.3%,5.7%,8.3%,2.2,75,6.5%,0.0%,-1.1%,0.3%,
CCC(Sc1ncnc2c1c(-c1ccccc1)cn2-c1ccc(OC)cc1)C(=O)OC (stereo not drawn),5.0%,8.7%,7.8%,?,0.7,46,7.2%,-1.4%,.,3.4%,
COc1ccc(NC(=O)C2CCN(C(=O)c3cccs3)CC2)c(OC)c1,2.2%,11.4%,1.0%,1.3%,-1.1,84,-2.5%,-1.6%,-0.5%,0.3%,
COC(=O)c1cccc(COC(=O)c2ccccc2NC(=O)c2ccco2)c1,1.0%,1.8%,6.8%,2.2%,1.0,72,44.6%,-3.2%,1.4%,0.7%,
COc1ccc([C@H]2CC(=O)C=C(c3cc(C)ccc3OC)C2)cc1,.,.,5.5%,1.8%,-1.2,47,.,2.0%,.,1.0%,

# Remaining list, next part.
SMILES,Siah-1 displacement,SV40 large T antigen,Rac1 GTP hydrolysis,RSV CPE inhibition,NTR1 ag,NTR1 ag cell count 20 µM,AID2073,Dengue-2 NS5 capping,West Nile antiviral,UTI89 phage lysis,others
Cc1c(C(=O)Nc2ccc3c(c2)OCCO3)oc2ccc(Br)cc12,.,.,-0.7%,-0.8%,2.6,62,.,13.9%,.,0.3%[50 µM],
Cc1nnc(NC(=O)c2sc3ccccc3c2Cl)s1,-0.2%,4.2%,6.4%,1.4%,3.9,76,21.2%,14.4%,0.2%,i,
O=C(O)c1cccc(CSc2nnc(-c3ccco3)o2)c1,-7.3%,4.8%,-2.5%,0.9%,0.4,34,-0.6%,-0.7%,0.2%,-0.2%,
Cc1cc(C(=O)COC(=O)/C=C/c2cccc(F)c2)c(C)n1C,4.8%,-2.9%,3.1%,0.6%,-0.3,63,?,-7.4%,0.4%,0.1%,
COc1ccccc1C(=O)NCC(=O)N/N=C/c1cccc(Cl)c1,-0.3%,2.4%,12.0%,1.4%,3.3,88,35.9%,-7.1%,-0.3%,0.0%,
O=C(Cn1ncc2c3ccccc3n(Cc3ccccc3)c2c1=O)NCCCN1CCCC1=O,-0.5%,5.5%,12.3%,4.2%,0.5,67,6.7%,-10.6%,0.5%,0.2%,
COC(=O)c1ccc(Nc2nc(C)cc(C)n2)cc1,2.2%,17.2%,9.2%,0.4%,-0.5,56,4.1%,-33.8%,-0.4%,-0.8%,
CCN(CC)C(C(=O)NC1CCCCC1)c1ccc(C)cc1 (stereo not drawn),-10.3%,14.4%,7.4%,2.3%,0.8,56,-2.4%,0.0%,0.1%,0.3%,
Cc1cccc(SCc2noc(C(=O)NC(C)C)c2C(=O)O)c1,3.0%,11.7%,1.3%,0.5%,0.0,64,34.2%,-4.0%,0.1%,-0.6%,
O=c1[nH]c(=O)n(-c2cc(Br)c(O)c(Br)c2)cc1Br,9.3%,8.6%,1.6%,0.4%,0.3,65,2.2%,-4.0%,-0.3%,2.4%,
CC1Nc2nc(N(C)C)[nH]c(=O)c2NC1C (stereo not drawn),2.3%,7.9%,8.1%,0.2%,.,.,19.9%,-2.5%,-0.2%,-3.4%,
COC(=O)Nc1c(C)n(C)n(-c2ccccc2)c1=O,3.6%,7.5%,0.7%,1.1%,3.0,92,1.4%,-8.2%,-0.3%,0.1%,
CN1CCN(C(=O)c2ccc(-n3cccc3)cc2)CC1,2.4%,15.2%,4.5%,-0.9%,-0.3,73,3.6%,-6.2%,-0.4%,0.3%,
CCc1ccc(NC(=O)C(C)OC(=O)c2cc(=O)[nH]c3ccc(S(=O)(=O)Nc4ccc(F)cc4)cc23)cc1 (stereo not drawn),-7.8%,17.5%,1.5%,1.8%,17.7,74,27.9%,.,0.0%,4.7%,
COC(=O)C1=NN(C(C)=O)C2(CC(=O)N(c3cccc(C)c3)C2=O)C1 (stereo not drawn),-1.0%,10.1%,5.5%,0.9%,0.8,53,3.7%,-3.2%,-0.4%,1.4%[50 µM],
C=CC[C@@H](CC(=O)N(CCO)Cc1ccccc1)C(=O)N[C@@H](COC(=O)[C@@H](CC=C)CC(=O)OC(C)(C)C)Cc1c[nH]c2ccccc12,.,.,3.4%,.,6.7,49,.,-0.8%,.,0.4%,
Cc1ccc(NC(=O)/C(=C/c2cccs2)NC(=O)c2ccco2)cc1,9.7%,-1.1%,4.1%,1.5%,0.0,64,12.6%,-1.3%,-1.1%,0.4%[50 µM],
Cc1cccc(NC(=O)CN(C)C(=O)c2ccc(N3CCCCCC3)c([N+](=O)[O-])c2)c1C,.,.,-7.4%,.,3.5,48,.,8.5%,.,3.9%,
Cc1c(C)n(CC(O)CNCCO)c2ccccc12 (stereo not drawn),0.7%,8.3%,18.2%,0.4%,1.9,79,-6.1%,1.8%,0.6%,-0.3%,
CCOc1ccccc1NS(=O)(=O)c1cn(C)c(=O)n(C)c1=O,-0.7%,16.2%,.,3.2%,0.4,48,8.2%,.,1.6%,0.4%[50 µM],
COc1ccc(C(=O)/C=C/c2ccc(OC(=O)c3cc(OC)c(OC)c(OC)c3)cc2)cc1,6.3%,5.3%,7.7%,5.1%,11.0,57,10.0%,-2.6%,?,-0.1%,
O=C1c2ccccc2C(=O)N1CCCCc1cn(C[C@H]2CC[C@H](Cn3cc(CCCCN4C(=O)c5ccccc5C4=O)nn3)O2)nn1,.,.,9.7%,.,7.4,48,.,-0.7%,.,-0.1%,Dengue-2 NS5 capping pilot replicate=4.9
COc1ccc(C(=O)c2c(C)oc3ccc(O)c(CN4CCOCC4)c23)cc1,-1.3%,3.6%,7.8%,4.0%,1.9,83,-6.0%,-1.9%,0.0%,-0.3%,
O=C(N/N=C/c1ccccc1F)NC1CCCCC1,1.3%,12.4%,3.7%,1.3%,3.6,48,7.8%,1.4%,-0.6%,4.6%,
Cc1ccc2nc(NC(=O)CCCC(=O)O)sc2c1,-3.4%,7.8%,4.0%,0.5%,-0.9,35,2.6%,6.3%,0.1%,0.1%,
Cc1cc(C(F)F)nn1CC(=O)NC1CCCCCC1,0.5%,11.8%,6.2%,1.0%,0.1,64,2.6%,-8.7%,0.0%,0.1%,
CCN(CC(=O)Nc1ccc(S(=O)(=O)N2CCOCC2)cc1)Cc1ccccc1,.,9.1%,9.0%,5.0%,0.6,67,.,-4.3%,.,0.9%[50 µM],
COc1ccc(S(=O)(=O)N(C)c2c(C)n(C)n(-c3ccccc3)c2=O)cc1OC,-1.7%,5.5%,11.9%,0.9%,1.6,56,-1.2%,3.8%,1.4%,0.3%,
O=C(O)C1C(=O)NCC1c1ccccc1 (stereo not drawn),1.2%,1.3%,6.1%,3.4%,-0.3,44,-4.4%,.,1.7%,0.1%,
O=c1c(CN2CCN(c3cccc(Cl)c3)CC2)coc2c(Cl)cc(Cl)cc12,-1.7%,2.2%,1.4%,16.1%,1.5,55,16.3%,0.0%,.,0.2%,
